OX1R antag-1: OX1R (human) antagonism | OX1R-expressing cells, FRET antagonist read-out | 1.8% of 330,000 active | AID 485270 | inhibition, % at 6.6 µM | O43613; in the data active = inhibition mostly above about 38%, no sharp cut-off; inactive = mostly below about 40%;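 also: 0% = agonist challenge alone and 100% = reference antagonist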
Target sequence (O43613 whole entry, looked up): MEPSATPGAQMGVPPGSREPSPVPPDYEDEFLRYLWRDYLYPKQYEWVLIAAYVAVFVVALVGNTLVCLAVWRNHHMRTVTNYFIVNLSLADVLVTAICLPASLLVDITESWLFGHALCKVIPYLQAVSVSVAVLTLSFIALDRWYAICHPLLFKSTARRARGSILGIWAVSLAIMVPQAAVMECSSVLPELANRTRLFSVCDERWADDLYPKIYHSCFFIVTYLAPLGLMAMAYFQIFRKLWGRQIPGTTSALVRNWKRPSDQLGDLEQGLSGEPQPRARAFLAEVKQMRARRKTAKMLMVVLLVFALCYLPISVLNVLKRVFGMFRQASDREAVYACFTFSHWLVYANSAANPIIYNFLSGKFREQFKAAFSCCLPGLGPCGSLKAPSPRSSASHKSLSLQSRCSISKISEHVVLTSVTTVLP
STK33 inh: blocks human STK33 kinase activity. Q9BYT3. purified STK33, MBP phosphorylation, ADP-Glo luminescence. inhibition, % at 10 µM. 0.073% of 320,000 active. AID 2661;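 active = inhibition at or above 25%, using the most active replicate where run in duplicate; inactive = inhibition below 25%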
Target sequence (Q9BYT3 whole entry, looked up): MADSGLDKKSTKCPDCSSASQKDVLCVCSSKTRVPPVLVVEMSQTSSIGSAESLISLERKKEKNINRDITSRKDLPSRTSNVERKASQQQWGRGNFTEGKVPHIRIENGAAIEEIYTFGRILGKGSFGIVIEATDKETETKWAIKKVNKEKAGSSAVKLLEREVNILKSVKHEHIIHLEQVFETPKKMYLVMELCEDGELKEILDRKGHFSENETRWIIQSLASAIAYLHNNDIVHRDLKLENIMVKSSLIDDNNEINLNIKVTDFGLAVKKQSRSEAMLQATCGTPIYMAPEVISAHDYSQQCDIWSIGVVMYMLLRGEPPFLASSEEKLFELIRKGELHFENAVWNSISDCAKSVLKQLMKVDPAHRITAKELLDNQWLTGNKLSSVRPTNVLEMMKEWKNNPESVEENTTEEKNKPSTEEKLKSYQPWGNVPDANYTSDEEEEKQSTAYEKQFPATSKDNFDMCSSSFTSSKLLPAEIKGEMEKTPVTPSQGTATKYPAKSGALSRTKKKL
OX1R antag-2: antagonists of human orexin 1 receptor; O43613; CHO/OX1R cells, Fluo-8 calcium fluorescence, orexin A; inhibition, % at 5 µM; 0.43% of 330,000 active; AID 434989;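 active = inhibition above its plate's threshold, mean inhibition of all tested compounds on the plate plus 3 SD, cut at about 37% in these data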;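 also: 0% = orexin A challenge wells and 100% = SB-334867-A antagonist wells; not every result past the cut was called active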
Starred values were filed as active, the others as inactive; nt = no result given.

SMILES	OX1R antag-1	STK33 inh	OX1R antag-2
COc1ccc(-c2ccc(C3C(C#N)=C(N)Oc4n[nH]c(C)c43)o2)cc1 (configuration not stated)	14	2.6	24
O=C(CCCn1c(=O)[nH]c2ccccc2c1=O)NC1CCCCCC1	14	-0.3	-33
CCOc1ccccc1NC(=O)CSc1nnc(-c2ccncc2)o1	1	-1.3	-2
O=C(NCc1cccs1)C1CCC(CNS(=O)(=O)c2cccs2)CC1 (configuration not stated)	2	-0.7	-6
COc1ccc(/C=C2\SC(=N)N(c3ccc(F)cc3)C2=O)cc1	8	0.4	-2
COc1ccc(NS(=O)(=O)c2ccc(N3CCCCC3)c(NC(=O)C(C)NC(N)=O)c2)cc1 (configuration not stated)	12	-1.8	-7
CN(CC(=O)Nc1ccccc1Sc1ccccc1)C1CCCCC1	19	-0.7	-33
CN(Cc1nccs1)C(=O)c1cc(COc2cccc3cnccc23)on1	19	2.7	12
CS(=O)(=O)N1CCN(c2ccc(NC(=O)c3ccc(-c4ccc(Cl)cc4)o3)cc2)CC1	13	-1.1	-17
CCOC(=O)c1csc(-c2ccc(OC)c(OC)c2)n1	17	-1.5	-23
COc1ccc(NC(=O)CSc2nnc(-c3ccccc3C)n2N)cc1OC	13	-0.4	-7
O=C(Nc1cccc(Cl)c1)N(CCN1CCOCC1)Cc1ccccc1F	6	0.9	-20
COc1ccccc1NC(=O)CC(NC1CCCCC1)C(=O)O (configuration not stated)	5	0.8	6
O=C(COC(=O)COc1cccc(Br)c1)Nc1ccc(F)cc1F	-1	nt	2
CCSc1nnc(NC(NC(C)=O)(C(F)(F)F)C(F)(F)F)s1	13	-2.4	-5
CC(=C/C(=O)O)/C=C/c1ccc([N+](=O)[O-])cc1	38	-1.2	-8
CCn1nc(NS(=O)(=O)c2ccccc2)c2cc3ccccc3nc21	18	-0.2	-10
Cc1ccccc1Nc1cc(C(=O)NCC2CCCO2)c2ccccc2n1 (configuration not stated)	17	0.1	-27
O=C1Cc2ccccc2Sc2cc(OCCCN3CCCCC3)ccc21	23	0.8	-3
CC(=O)N/C(=C/c1ccc(OS(=O)(=O)c2ccc(C)cc2)cc1)C(=O)NCCCO	3	0.1	-4
CN(C)CCN(Cc1ccccc1)c1nccc(N(C)C)c1C#N	9	-0.4	-21
COc1ccccc1-c1nc(C#N)c(N2CCN(C(c3ccccc3)c3ccccc3)CC2)o1	10	-0.5	-14
O=C(Nc1ccc(C(=O)N2CCOCC2)cc1)c1ccccc1[N+](=O)[O-]	31	-0.7	4
N#Cc1ccc(-c2ccco2)nc1SCC(=O)c1ccc(Cl)cc1	22	-0.8	3
COc1cccc(C(=O)NCc2ccc(N3CCN(C(=O)OC(C)(C)C)CC3)cc2)c1	9	0.2	-15
(cont.)
SMILES	OX1R antag-1	STK33 inh	OX1R antag-2
CCOC1(OCC)N=C(N)C2(C#N)C(c3ccc(NC(C)=O)cc3)C12C#N (configuration not stated)	40	13	-10
CCc1ccccc1NC(=O)CN(C)C(=O)COC(=O)c1ccco1	-1	2.5	-6
Cc1ccc(-c2nn(-c3ccccc3)cc2/C=N/NC(=O)c2ccc3c(c2)OCO3)cc1	66	nt	2
Cn1cnc2c1c(=O)n(Cc1ccccc1C#N)c(=O)n2C	2	-0.2	-17
c1ccc(CN2CCN(C3CCCSc4ccccc43)CC2)cc1 (configuration not stated)	87*	-1.1	8
Cc1ccc(C)c(C(C)NC(=O)c2ccc(Br)o2)c1 (configuration not stated)	14	-1.7	-26
COc1ccccc1/C=C/C=C1N=C(/C=C/c2ccc(Cl)cc2)OC/1=O	40	-0.9	-15
Cc1cc(Br)ccc1NC(=O)c1cnc(N2CCN(c3ccccn3)CC2)c2ccccc12	17	-0.6	-25
Cc1cccc(NC(=O)c2cc(=O)n(Cc3ccccc3)c(=O)[nH]2)c1	21	-0.4	-16
CC(C)(C)c1[nH]c2ccccc2c1/C=N/O	14	1.3	-7
O=C(C1CCN(S(=O)(=O)c2ccccc2)CC1)N1CCC1	4	-1.9	0
COc1ccccc1/C=C/C(=O)Nc1cccc(S(=O)(=O)NC2=NCCCCC2)c1	23	3.0	-19
O=C(c1cc(=O)c2ccccc2o1)N1CCN(c2ccccc2)CC1	4	-1.7	-11
COc1cccc2cc(C(=O)Nc3cc(C)cc(C)c3)/c(=N/NS(=O)(=O)c3ccccc3)oc12	3	0.7	-4
CC(C)(C)c1nn(-c2ccccc2)c2[nH]c(=O)c(C=O)cc12	12	0.1	-25
CC(NC(=O)c1ccc(S(=O)(=O)N(C)C)cc1)c1ccccc1 (configuration not stated)	10	-0.6	-14
CN(C)c1ccc2c(c1)Sc1cc(N(C)C)ccc1N2C(=O)c1ccccc1	33	0.3	-6
CC[C@]12c3[nH]c4cc(CCC(=O)N(C)C)ccc4c3CCN1C(=O)[C@@H](CC(=O)NC/C=C(\C)CCC=C(C)C)C[C@@H]2C(=O)N1CCN(C(=O)C2CC2)CC1	1	nt	-21
O=C(CN1CCN(c2ccccn2)CC1)Nc1cccc(F)c1	-2	-0.2	-8
CC(=O)c1cccc(NC(=O)COC(=O)[C@@H](NC(=O)OCc2ccccc2)C(C)C)c1	19	0.0	-38
COc1ccccc1C(=O)Nc1ccc2c(c1)nc(CCNC(=O)c1ccccc1)n2C	4	0.7	-27
Cc1ccc(C(=O)CSc2nc3c([nH]2)c(=O)n(C)c(=O)n3C)cc1	17	0.5	-11
CCOC(=O)CSc1n[nH]c(NC(=O)c2cccc(C(F)(F)F)c2)n1	1	0.0	-7
COc1ccc(NC(=O)c2c(N)cnn2C)cc1	-9	0.6	-12
CCn1c(O)c(/C=N/n2cnnc2)sc1=S	9	-1.5	6
(listing goes on)
SMILES	OX1R antag-1	STK33 inh	OX1R antag-2
Cc1cc(Cc2ccc(N)c(C)c2)ccc1N	6	0.6	-13
COc1ccc(C(=O)CSc2nc(C)cc(=O)[nH]2)cc1	12	0.6	-17
COc1ccc(NC(=O)Nc2cccc(C(=O)N3CCOCC3)c2)cc1OC	49	-2.3	-5
CN(CC(=O)Nc1ccc(F)cc1)C(=O)COC(=O)COc1ccc(C#N)cc1	6	-1.4	-15
CCCCCCc1c(C)c2ccc(OCC(=O)N[C@@H](Cc3ccccc3)C(=O)O)cc2oc1=O	15	-2.5	7
Cc1sc2nc(SCC(=O)NCc3ccco3)[nH]c(=O)c2c1C	25	-0.3	-25
N#CC1(C#N)C(c2ccccc2)OC23CCCCC2C1(C#N)C(=N)O3 (configuration not stated)	21	-1.4	-5
O=C1c2cccnc2C(O)N1Cc1cccs1 (configuration not stated)	10	-0.6	-5
CCOC(=O)Cc1csc(NC(=O)CCN2C(=O)c3ccccc3C2=O)n1	4	-1.0	-29
Oc1ccc(Br)cc1/C=N/N1CCN(Cc2ccccc2)CC1	5	-2.7	-29
CC(C)(C)c1ccc(C2C3=C(CCCC3=O)NC3=C2C(=O)c2ccccc23)cc1 (configuration not stated)	11	0.4	-5
Cc1cc2c(c(C)nn2-c2ccccc2)c(=O)o1	12	-0.3	-25
O=C(CN1CCc2ccccc2C1)Nc1ccccc1F	4	-2.0	-14
CC(Sc1nccn1C)C(=O)NC1(C#N)CCCCC1 (configuration not stated)	12	nt	3
Cc1cc(Oc2ccc(C(C)(C)C)cc2)nc(N2CCOCC2)n1	16	-0.1	-5
Cc1cc(NC(=O)COC(=O)C2=NN(c3ccccc3)C(=O)CC2)c([N+](=O)[O-])cc1C	20	-1.7	-19
CCn1c(=O)c([N+](=O)[O-])c(N2CCSCC2)c2ccccc21	16	1.7	-4
Cc1ccc(-c2csc3nnc(SCC(=O)Nc4cccc(C)n4)n23)cc1	6	1.0	-19
CCOC(=O)N1CCN(C(=O)NC2CCCCC2)CC1	9	0.1	-5
COc1ccc(-c2nn3c(-c4cccc(C)c4)nnc3s2)cc1OC	2	-2.1	-21
CCN1CCN(C(=O)C(N)Cc2ccccc2)CC1 (configuration not stated)	11	-0.7	-15
CCS(=O)(=O)N1Cc2ccccc2CC1C(=O)OCC(=O)N(C(C)C)C(C)C (configuration not stated)	5	-1.8	-14
COc1ccc(OC)c(C(=O)NC(CC(N)=O)c2ccc(NCCN3CCCCC3)c([N+](=O)[O-])c2)c1 (configuration not stated)	6	-0.2	-8
O=C(NCCO)c1ccccc1O	4	0.3	-21
Cc1nc(N2CCCCC2)c2c(-c3cccs3)csc2n1	9	-1.1	-35

By substructure, the entries above containing two or more sulfur atoms
SMILES	OX1R antag-1	STK33 inh	OX1R antag-2
O=C(NCc1cccs1)C1CCC(CNS(=O)(=O)c2cccs2)CC1 (configuration not stated)	2	-0.7	-6
CCSc1nnc(NC(NC(C)=O)(C(F)(F)F)C(F)(F)F)s1	13	-2.4	-5
CCn1c(O)c(/C=N/n2cnnc2)sc1=S	9	-1.5	6
Cc1sc2nc(SCC(=O)NCc3ccco3)[nH]c(=O)c2c1C	25	-0.3	-25
Cc1ccc(-c2csc3nnc(SCC(=O)Nc4cccc(C)n4)n23)cc1	6	1.0	-19
Cc1nc(N2CCCCC2)c2c(-c3cccs3)csc2n1	9	-1.1	-35

The list continues:
SMILES	OX1R antag-1	STK33 inh	OX1R antag-2
CCc1cccc(CC)c1NC(=O)COn1nnc2ccc(C(F)(F)F)cc21	27	0.0	-27
Cc1ccc2c(c1)C(=O)C(=O)N2CCCOc1ccccc1C	8	0.4	-5
CN(C)C(C(=O)Nc1cc(Cl)cc(Cl)c1)c1ccccc1 (configuration not stated)	11	-1.3	-10
Cc1cccc(N(CC(=O)NC2CCCCC2)C(=O)CCCC(=O)Nc2ccccn2)c1C	2	-1.0	-24
O=S(=O)(NCc1cccnc1)c1ccc2ccccc2c1	9	-0.3	-13
Cc1ccc(C(=O)NCc2cccs2)cc1S(=O)(=O)N1CCCCC1	12	0.7	-20
O=C(NCc1cc(C(F)(F)F)cc(C(F)(F)F)c1)C1CC(c2ccc(C(F)(F)F)cc2)=NO1 (configuration not stated)	33	-1.1	-29
CCOC(=O)c1sc(NC(=O)CSc2nc(O)c(Cc3ccccc3)c(=O)[nH]2)nc1C	6	0.6	3
Nc1cc(C(F)(F)F)ccc1-n1cccc1	9	-2.2	-1
Cc1nnc(SCC(=O)OC2CC(C)CCC2C(C)C)[nH]c1=O (configuration not stated)	16	-1.7	-2
CC(/C=N\N1CCN(c2ccc(Cl)cc2)CC1)=C\c1ccccc1	1	1.1	-5
CCOC(=O)N1CCN(C(=O)CCn2c(=S)[nH]c3ccccc3c2=O)CC1	12	-0.7	-27
Cc1ccc(CNc2nc(Cl)c(C#N)s2)cc1	14	0.3	-3
Cc1cccc(-n2nc3c([n+]2[O-])CCc2nonc2-3)c1C	10	-2.2	-12
CCCCC(=O)Nc1ccc2c(c1)nc1n2CCSC1	12	1.5	-18
O=C(Cn1cnc2c(cnn2-c2ccc(F)cc2)c1=O)N1CCCc2ccccc21	11	0.7	-19
CN(C)C(=O)c1c([N+](=O)[O-])ncn1C	13	-1.2	-11
COc1ccc(CN(CC(=O)NC2CCCC2)C(=O)c2ccc(-c3ccccc3)[nH]2)cc1	6	-1.2	-18
CCOc1c(N2CCOCC2)c(=O)c1=O	11	0.1	-7
CC1(C)CC(=O)C=C(NNC(=O)c2ccccc2O)C1	14	0.5	-26
O=S(=O)(NCCc1ccccc1)c1cccc2nsnc12	24	-1.0	-5
COc1ccc(NC(=O)CN2CCN(CC(=O)Nc3ccccc3Cl)CC2)cc1	6	-0.1	-15
CC1=CC2=NC(=O)/C(=C\c3cc(C)n(-c4ccc(F)cc4)c3C)C(=N)N2O1	15	0.0	-28
NN1C(=O)/C(=C\c2ccco2)SC1=S	26	4.6	12
COc1ccccc1NC(=O)Cc1noc(CSc2nnc(C(F)(F)F)n2C)n1	12	-1.6	-22
The list continues.
SMILES	OX1R antag-1	STK33 inh	OX1R antag-2
CCN(C[C@H]1N[C@@](CC)(C(=O)OC)[C@H]2C(=O)N(Cc3ccccc3)C(=O)[C@@H]12)C(=O)NC(C)C	2	0.0	-12
COc1ccc(CNC(=O)C2CCCN(C(=O)Nc3ccccc3OC)C2)cc1 (configuration not stated)	10	-1.0	-9
COc1ccc(S(=O)(=O)NNc2nc(C)cc(C)n2)cc1[N+](=O)[O-]	25	-1.7	0
COCCNC(=O)/C(C#N)=C/c1c(N2CCN(C)CC2)nc2ccccn2c1=O	34	1.2	-34
CCOC(=O)C1=C(C)N=c2s/c(=C/c3cccc([N+](=O)[O-])c3O)c(=O)n2C1c1cc(OC)c(OC)c(OC)c1 (configuration not stated)	11	0.6	-21
Cc1cccnc1NC(=O)c1csnn1	5	0.0	-22
Cc1ccc(NC(=O)CSC(C)C(=O)NCCc2ccccn2)cc1 (configuration not stated)	15	nt	-25
CC(C)(C)c1nc(SCC(=O)N2CCCC2)c2ccccc2n1	6	0.1	-37
COc1ccc(OCC(=O)Nc2nnc(S(=O)(=O)N3CCCCCC3)s2)cc1	13	0.0	-18
CCN(CC(=O)Nc1ccc(Br)cc1)C(=O)c1nc2nc(C)cc(C)n2n1	2	0.1	-4
CCOC(=O)C1Sc2[nH]c(=O)sc2C(c2ccc(Cl)cc2)C1C(=O)OCC (configuration not stated)	50*	0.7	-21
O=S(=O)(c1cccs1)N1CCc2ccccc21	8	-3.6	-24
O=C(CN1CCC(C(=O)c2ccc(F)cc2)CC1)Nc1ccccc1	5	-3.2	-17

Entries of single compounds as entered above:
`CCOc1ccccc1NC(=O)CSc1nnc(-c2ccncc2)o1` is listed as OX1R antag-1 = 1; STK33 inh = -1.3; OX1R antag-2 = -2
`Cc1ccc(CNc2nc(Cl)c(C#N)s2)cc1` is listed as OX1R antag-1 = 14; STK33 inh = 0.3; OX1R antag-2 = -3

Bioassay records deposited in PubChem BioAssay by several laboratories.
